# Screening results: PubChem BioAssay, The Scripps Research Institute Molecular Screening Center
# OXTR potentiate – human OXTR potentiation. P30559. CHO-OTR cells, Fluo-8 calcium fluorescence, potentiator mode; 0% = oxytocin EC15, 100% = EC100. activation, % at 3 µM. 0.061% of 320,000 active;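 active = activation above that plate's cutoff, the mean activation of tested compounds plus 3 SD, cut at about 6.6% in these data, passing the limit was not always enough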;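 also: 100% uses oxytocin at 75 nM as the full agonist control; some results filed as inactive read as strong as hits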
#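 Assay system: CHO cell line stably expressing human OTR. Reagent: EC15 oxytocin agonist. Dosing: single dose, 3.0 µM nominal final compound concentration. Timing: compound 6 min at room temperature before oxytocin, 100 s read. Signal: kinetic Fluo-8 calcium fluorescence. Controls: oxytocin EC15 low and EC100 high.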
# TAAR1 antag – antagonists of human TAAR1. CHO RD-HGA16 TAAR1, Fluo-8 calcium fluorescence, antagonist. inhibition, % at 3 µM. 1.5% of 360,000 active;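 active = inhibition above a per-plate cutoff, the mean inhibition of test compounds on that plate plus 3 SD, cut at about 49% in these data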;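 also: 0% = DMSO plus EC80 beta-PEA response and 100% = DMSO alone without agonist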
#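 Assay system: CHO-derived RD-HGA16 cells stably expressing human TAAR1 plus Gα16. Timing: 140 s kinetic read after compound, 140 s after agonist. Technique: kinetic Fluo-8 calcium fluorescence measurement. Measure: % inhibition of agonist calcium response.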
# V1R ag counter – V1a receptor agonism, counter-screen for OXTR agonists; P37288; CHO-V1R cells, Fluo-8 calcium fluorescence, agonist mode; 0% DMSO, 100% 3 nM vasopressin; activation, % at 3 µM; 0.25% of 320,000 active;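 active = activation above the mean activation of all tested compounds plus 3 SD, per screening run, cut at about 20% in these data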;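 also: signal is peak over basal fluorescence ratio across a 100 second FLIPR read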
# Target sequence (P37288 whole entry, looked up): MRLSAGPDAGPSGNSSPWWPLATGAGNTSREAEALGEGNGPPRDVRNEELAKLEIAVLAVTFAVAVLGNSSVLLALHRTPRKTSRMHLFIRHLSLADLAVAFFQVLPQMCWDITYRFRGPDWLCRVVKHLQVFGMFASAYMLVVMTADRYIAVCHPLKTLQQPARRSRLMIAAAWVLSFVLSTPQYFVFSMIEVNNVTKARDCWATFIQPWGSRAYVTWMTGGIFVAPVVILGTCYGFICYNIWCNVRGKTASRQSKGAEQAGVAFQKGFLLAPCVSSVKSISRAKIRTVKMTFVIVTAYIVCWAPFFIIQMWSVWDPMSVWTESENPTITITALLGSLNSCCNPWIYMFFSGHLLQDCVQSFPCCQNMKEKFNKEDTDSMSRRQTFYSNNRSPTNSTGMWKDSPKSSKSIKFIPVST
# CHO parental Ca – signal in parental CHO cells, OX1R antagonist counter-screen. parental CHO-K1, ATP-induced calcium, Fluo-8 fluorescence. inhibition, % at 5.6 µM. 0.63% of 330,000 active. AID 463079;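 active = inhibition above that plate's mean sample inhibition plus 3 SD, cut at about 26% in these data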;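 also: 0% = ATP-challenged DMSO wells and 100% = DMSO wells without ATP; some compounds past the cut are filed as inactive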
#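 test system = CHO parental line | reagent = ATP stimulus | measured by = intracellular calcium via Fluo-8 no-wash fluorescent dye | control set = ATP and no-ATP DMSO wells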
# OXTR ag – activates the human oxytocin receptor | P30559 | CHO-OTR cells, Fluo-8 calcium fluorescence; normalized: DMSO 0%, oxytocin 100% | activation, % at 3 µM | 0.32% of 320,000 active | AID 2435;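 active = activation above the mean of all tested compounds plus 3 SD, cutoff set per screening run, cut at about 20% in these data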;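 also: peak over basal fluorescence ratio from a 100 s FLIPR kinetic read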
# M1 antag – antagonists of human M1 muscarinic receptor. P11229. CHO-K1 hM1, Fluo-8 calcium fluorescence, ACh EC80 antagonist. inhibition, % at 3 µM. 1.3% of 360,000 active;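 active = percent inhibition above its own plate's cutoff, namely the mean of that plate's compound wells plus 3 SD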;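 also: peak over basal fluorescence ratio during 140 s after agonist addition; 0% = ACh EC80 plus DMSO and 100% = DMSO alone without agonist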
# Target sequence (P11229 whole entry, looked up): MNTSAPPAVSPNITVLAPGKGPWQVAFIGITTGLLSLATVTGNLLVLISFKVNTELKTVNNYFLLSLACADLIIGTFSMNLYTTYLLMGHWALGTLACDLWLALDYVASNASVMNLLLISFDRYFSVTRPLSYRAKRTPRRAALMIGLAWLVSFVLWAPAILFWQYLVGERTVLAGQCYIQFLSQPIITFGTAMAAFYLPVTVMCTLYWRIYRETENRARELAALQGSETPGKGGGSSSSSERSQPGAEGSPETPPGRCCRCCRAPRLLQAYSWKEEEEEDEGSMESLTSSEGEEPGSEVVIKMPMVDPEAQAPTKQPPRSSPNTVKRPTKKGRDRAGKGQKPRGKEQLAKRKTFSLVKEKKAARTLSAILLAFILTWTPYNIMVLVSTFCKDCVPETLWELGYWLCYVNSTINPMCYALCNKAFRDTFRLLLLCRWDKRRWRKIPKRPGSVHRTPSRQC
# M1 ag – agonists of human M1 muscarinic receptor. P11229. CHO-K1 hM1, Fluo-8 calcium fluorescence, agonist mode; 0% DMSO, 100% acetylcholine EC100. activation, % at 3 µM. 0.33% of 360,000 active. AID 588814;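 active = activation above the run's mean compound activation plus 3 SD, cut at about 16% in these data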;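 also: peak over basal fluorescence ratio within a 140 s kinetic read after compound addition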
# TAAR1 agonist – human TAAR1 agonism | Q96RJ0 | CHO RD-HGA16 TAAR1, Fluo-8 calcium fluorescence; vehicle wells 0%, saturating PEA agonist 100% | activation, % at 3 µM | 0.99% of 360,000 active | AID 624467;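 active = activation above the mean activation of all test compounds in the run plus 3 SD, cut at about 38% in these data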
#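 System: CHO RD-HGA16 cells carrying human TAAR1 plus Gα16; Incubation: 17-24 h seeding, 75 min 37 °C dye, 30 min RT; Measured by: Fluo-8 fluorescence, 5 s baseline then 140 s kinetic read; Control set: DMSO and PEA EC100; Replication: single well for each compound.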
# CHRM1 PAM – human CHRM1 positive allosteric modulation. P11229. CHO-K1 hM1, Fluo-8 calcium fluorescence, ACh EC20; 0% = ACh EC20, 100% = maximal ACh. activation, % at 3 µM. 0.088% of 360,000 active. AID 588819; in the data active = activation above about 19%, passing the limit was not always enough
# Numbers without * were called inactive; . = not tested or not shown.
SMILES,OXTR potentiate,TAAR1 antag,V1R ag counter,CHO parental Ca,OXTR ag,M1 antag,M1 ag,TAAR1 agonist,CHRM1 PAM
CC(C)C(=O)Nc1ccc(S(=O)(=O)N2CC3CC(C2)c2cccc(=O)n2C3)cc1 (stereo not given),1,11,1.2,-7,-0.3,-17,-6,1,14
CCCCCn1c(=O)c(C(=O)Nc2ccccc2S(N)(=O)=O)c(O)c2ccccc21,2,-7,-0.4,-25,-0.9,2,-3,4,14
Clc1ccc2c(c1)C(OC1CN3CCC1CC3)c1ccccc1CS2 (stereo not given),-8,-3,5.1,-18,10,100*,-7,27,-23
CCN(CC)C(=O)c1ccc(NC(=O)c2cn(-c3ccccc3)nc2-c2ccc(OC)cc2)cc1,-11,44,0.9,-16,0.7,0,-4,2,1
CCOC(=O)C1=CC(=C2C(=O)N(CC)C(=S)N(CC)C2=O)c2ccccc2O1,4,30,1.1,-23,0.4,.,.,-1,.
COc1ccc(-n2c(O)c(C(C)=Nc3ccc4c(c3)CCC4)c(=O)[nH]c2=O)cc1,2,-17,1.7,-6,2.6,5,-2,0,0
c1cncc(CNC2CCCCC2)c1,-3,-13,-0.1,-11,-0.1,-14,-5,3,8
CN1CCN(c2ccc([N+](=O)[O-])c(N3CCCCC3)c2)CC1,-2,-6,-0.5,2,0.6,-8,-13,3,5
NCC(CC(=O)O)C1CCCCC1 (stereo not given),-5,.,-0.6,-12,0.4,-7,-5,.,7
C[C@H]1CC[C@H]2NCCN[C@H]2C1,4,-6,1.6,0,0.4,-9,2,5,17

# Fetched by structure from above, 3 records:
SMILES,OXTR potentiate,TAAR1 antag,V1R ag counter,CHO parental Ca,OXTR ag,M1 antag,M1 ag,TAAR1 agonist,CHRM1 PAM
NCC(CC(=O)O)C1CCCCC1 (stereo not given),-5,.,-0.6,-12,0.4,-7,-5,.,7
CCOC(=O)C1=CC(=C2C(=O)N(CC)C(=S)N(CC)C2=O)c2ccccc2O1,4,30,1.1,-23,0.4,.,.,-1,.
CCN(CC)C(=O)c1ccc(NC(=O)c2cn(-c3ccccc3)nc2-c2ccc(OC)cc2)cc1,-11,44,0.9,-16,0.7,0,-4,2,1

# Other records.
SMILES,OXTR potentiate,TAAR1 antag,V1R ag counter,CHO parental Ca,OXTR ag,M1 antag,M1 ag,TAAR1 agonist,CHRM1 PAM
ClC1=C(Cl)C2(Cl)C3C(Cl)C=CC3C1(Cl)C2(Cl)Cl (stereo not given),-2,-17,0.2,-3,0.0,-10,-2,2,8
C1=C(CCNCc2ccccc2)CCCC1,-5,-9,-0.4,-9,0.9,8,-12,14,-7
O=C1CC(C(=O)N2CCC3(CC2)OCCO3)CN1CCc1ccccc1 (stereo not given),-2,7,-0.1,-5,2.1,-7,-4,18,13
Cc1cc(C)n2nc(C)[n+](C)c2n1,-17,5,-0.1,-7,0.6,-1,-4,8,-3
CN1CCN(Cc2nc3ccccc3c(=O)[nH]2)CC1,-4,3,0.0,1,0.7,2,-5,13,1
COC(=O)C1=C(c2cccc(OC)c2OC)C[C@@H]2CC[C@H]1N2C(=O)NCCS(C)=O (stereo not given in full),-6,15,1.6,0,0.4,-14,-3,6,7
CC(=O)c1ccc2c(c1)OCO2,0,-16,0.8,-7,0.6,16,-4,2,-11
Cc1cc(C)cc(N2C(=O)NC(=O)/C(=C/c3cccn3-c3ccc(Cl)cc3)C2=O)c1,-14,-6,-0.6,-3,-0.8,-8,-5,17,7
c1ccc(C2(N3CCCCC3)CCCCC2)cc1,3,6,0.9,-4,0.6,14,-12,1,-11
C=CCN=C(SCC(=O)c1ccc(Cl)cc1)c1c(O)n(C)c(=O)n(C)c1=O,-11,-7,2.5,1,-0.5,7,-3,4,-1
O=C(Cc1ccccc1)N1CCN(Cc2ccccc2Cl)CC1,-9,-9,1.1,0,0.6,-25,-7,8,16
CC(=NCCCn1ccnc1)c1c(O)n(-c2ccccc2)c(=O)[nH]c1=O,-2,-38,-0.1,-12,1.0,-3,0,1,14
Clc1ccc(N2CCNCC2)nn1,-3,-9,-0.3,16,1.2,-9,-6,0,8
COc1ccc(-c2nc(CS(=O)CC(=O)N3CCC4(CC3)OCCO4)c(C)o2)cc1 (stereo not given),3,2,0.6,-7,0.5,-13,-5,7,16
CCC(=Nc1ccc(OC)cc1OC)c1c(O)[nH]c(=O)[nH]c1=O,-15,6,-0.5,-12,-2.2,6,-4,13,-8
Cc1ccc(N2C(=O)NC(=O)C(CCc3ccccn3)(Cc3ccc(F)cc3)C2=O)cc1 (stereo not given),-2,-15,-1.9,-22,-2.9,-11,-10,0,16
NNC(=O)c1ccc(Cl)cc1,-17,-11,-1.5,-11,-1.3,10,-6,-1,-5
CCC1(CC)C(=O)NC(=O)N(c2ccccc2)C1=O,.,12,.,.,.,-2,-2,0,3
CCOc1cc(/C=C2\C(=O)NC(=O)N(CCc3ccc(F)cc3)C2=O)ccc1O,-4,-8,1.9,-16,1.8,-14,-1,-1,12
CC1CN(C(=O)CCC(=O)N2CCC3(CC2)OCCO3)c2cc(Cl)ccc2O1 (stereo not given),-8,-13,1.5,-24,-0.2,-22,-3,0,18
COc1ccc(F)cc1C(=O)C1CCCN(Cc2ccc(O)cc2)C1 (stereo not given),-13,-19,1.8,3,1.6,-22,-8,2,10
CC(=O)Cc1ccc(OC(C)C)cc1,-4,-13,0.9,-6,1.1,-12,-1,2,8
COc1ccc(CN2CC=C(c3ccc(F)cc3)CC2)cc1Br,.,-11,.,.,.,46*,-7,0,-26
CC(C)n1c(=O)c(C=Nc2ccc(Cl)cc2)c(O)n(Cc2ccco2)c1=O,-4,3,0.5,-12,-1.0,.,.,10,.
Cc1cc(Oc2cc(NN3CCCCC3)c([N+](=O)[O-])cc2[N+](=O)[O-])ccc1[N+](=O)[O-],-5,1,0.1,-23,-0.7,9,3,-2,7
CCC(=NCCO)c1c(O)n(-c2ccc(Cl)cc2)c(=O)[nH]c1=O,3,15,0.4,-4,0.8,-6,-4,5,10
COc1cccc(CC(=O)N2CCN(Cc3cccc(Cl)c3)CC2)c1,-10,-5,1.1,-21,1.0,-12,-5,4,9
CCCNC(=O)c1c(N)n(Cc2ccco2)c2nc3ccccc3nc12,-4,.,0.4,-4,1.2,.,.,.,.
O=C(NC(=O)c1c(F)cccc1F)Nc1cc(Cl)c(F)c(Cl)c1F,-2,-2,1.2,-7,0.3,-18,0,3,14
CCOC(=O)c1cc(C(O)(C(=O)OC)C(F)(F)F)c(/N=C/N(C)C)o1 (stereo not given),-8,5,0.7,-6,-0.3,-5,-2,3,7
C/C=C(\C)C(=O)N[C@@H](c1ccccc1)[C@@H](O)C(=O)O[C@H]1C[C@@]2(O)[C@@H](OC(=O)c3ccccc3)C3[C@](C)(C(=O)[C@H](O)C(=C1C)C2(C)C)[C@@H](O)C[C@H]1OC[C@@]31OC(C)=O (stereo not given in full),0,-9,-0.6,-11,0.1,-11,-4,1,6
CCOP(=O)(OCC)C(Cc1ccccc1)NC(C)=O (stereo not given),0,-8,1.3,-13,0.7,-20,0,1,24
COc1ccc(CCNCc2cccn2C)cc1,-2,-13,3.9,-14,-0.2,-13,-8,23,4
FC(F)(F)c1ccc2c(c1)NP(=S)(N1CCOCC1)c1nccn1-2 (stereo not given),-3,4,0.7,-12,-0.7,-11,-8,6,10
Cc1ccc(N2C(=O)NC(=O)/C(=C/C=C/c3ccco3)C2=O)cc1,-6,51*,2.2,-10,2.0,3,1,37,4
C/C(=N/OC(=O)N(C)C)c1ncc(C(F)(F)F)cc1N1CCOCC1,-6,3,0.4,-3,0.1,-6,-6,14,5
CC1=CC(=C2C(=O)NC(=S)NC2=O)C=C(C(F)(F)F)N1Cc1ccccc1,-9,-9,0.5,15,0.8,-7,-2,0,7
COc1ccccc1N1CCN(Cc2c(F)cccc2F)CC1,1,.,-1.3,-4,-1.4,12,-7,.,-2
COc1cccc(CNC(=O)CCC(=O)N2C[C@H]3C[C@H](C2)c2cccc(=O)n2C3)c1OC,0,-8,0.1,-3,1.0,-3,2,1,0
COC(=O)C1=C(c2cccc(C#N)c2)C[C@@H]2CC[C@H]1N2C(=O)N1CCCCC1,-4,0,0.2,-13,-0.7,8,-6,7,-3

# The closing 3 records of the section above lead into the next.
SMILES,OXTR potentiate,TAAR1 antag,V1R ag counter,CHO parental Ca,OXTR ag,M1 antag,M1 ag,TAAR1 agonist,CHRM1 PAM
COc1ccccc1N1CCN(Cc2c(F)cccc2F)CC1,1,.,-1.3,-4,-1.4,12,-7,.,-2
COc1cccc(CNC(=O)CCC(=O)N2C[C@H]3C[C@H](C2)c2cccc(=O)n2C3)c1OC,0,-8,0.1,-3,1.0,-3,2,1,0
COC(=O)C1=C(c2cccc(C#N)c2)C[C@@H]2CC[C@H]1N2C(=O)N1CCCCC1,-4,0,0.2,-13,-0.7,8,-6,7,-3
O=C(Nc1cccc2ccccc12)c1nn(C23CC4CC(CC(C4)C2)C3)cc1Br,-13,1,-0.1,-10,-1.2,-33,-1,0,2
CSc1cccc(NP2(=O)OCC(C)([N+](=O)[O-])CO2)c1 (stereo not given),.,-1,.,.,.,-25,2,2,12
Cc1ccc(NC(=O)c2ccc(C)c(S(=O)(=O)N3CCCCC3)c2)nc1,-7,-13,-0.7,-21,-2.3,-9,-6,5,4
COC(=O)C1=C(c2ccc(F)cc2OCc2ccccc2)C[C@@H]2CC[C@H]1N2C(=O)NCCNC(C)=O,-5,12,1.2,-22,0.0,-11,-6,11,0
C=CCn1c(O)c(C(C)=NCc2cccnc2)c(=O)[nH]c1=O,-11,13,0.5,-2,-0.6,-8,-4,4,3
O=C(c1cc(S(=O)(=O)N2CCOCC2)ccc1F)N1CCC2(CC1)OCCO2,-7,4,1.9,2,0.5,2,-5,2,3
Cc1cccc(C)c1-n1nnnc1C(CCc1ccccc1)N1CCC(n2c(=O)[nH]c3ccccc32)CC1 (stereo not given),.,16,.,.,.,-13,-2,4,1
COc1ccc(CN2CCCC(C(=O)c3cccc(Cl)c3)C2)cc1 (stereo not given),-5,3,1.6,-11,1.6,42*,-5,2,-27
CC12C=CC(=O)CC1CCC1C2CCC2(C)C(O)C(O)CC12 (stereo not given),.,58*,.,.,.,29,2,22,-12
Cc1ccc(-c2ccc(=O)n(CCC(=O)N3CCC4(CC3)OCCO4)n2)cc1,-12,-38,-1.7,-11,-1.9,-22,-4,0,14
CN1CCC(O)(c2ccc(Cl)cc2)C(C(=O)c2ccc(Cl)cc2)C1 (stereo not given),-5,-12,-0.2,0,-0.3,30*,-10,29,-25
CNC(=O)Nc1ccc(C(=O)N/N=C\C23CC[C@@H](O)CC2(O)CC[C@@H]2[C@@H]3CCC3(C)C(C4=CC(=O)OC4)CCC23O)cc1 (stereo not given in full),-5,3,-0.3,3,1.2,-13,-2,0,7

# Some of the compounds tested; the hit share may differ from the screen's.
